# FLuc inh counter = firefly luciferase enzyme inhibitors, primary screen, artefact control for luciferase-based inhibitor screens, biochemical, luminescence, ATPLite; inhibition, % at 10 µM; 10 min; actives 1.5% (n = 200,000);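 active = inhibition above about 50% when tested at 10 µM, limit read from the data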
# TNAP act hi DEA = TNAP activators at high phosphate acceptor level, primary screen, biochemical, luminescence, uHTS | Alkaline phosphatase, tissue-nonspecific isozyme (Homo sapiens), P05186 | 200,000 tested, under 10 active | activation factor at 20 µM | AID 1136, 2008 | purified TNAP, CDP-star luminescence, 1 M DEA, 30 min; hits give high values; 0 = EDTA background, 1 = DMSO-only activity;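 active = activation factor at least 2 at 20 µM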
#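 Assay system: human TNAP; Input: enzyme diluted 1/800 final; Reagent: CDP-star luminogenic substrate at 100 µM final; Timing: 30 min, room temperature; Signal: luminescence; Evaluation: TNAP activation factor scaled between EDTA and DMSO control wells.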
# PMI act satM6P = human PMI activators, high substrate, primary screen, biochemical, fluorescence intensity, near-saturating mannose 6-phosphate; Mannose-6-phosphate isomerase (Homo sapiens), P34949; coupled PMI enzyme assay, resazurin fluorescence, 20 min; hits give high values; 1 = untreated enzyme, 0 = substrate-free blank; activation factor at 20 µM; actives 0.34% (n = 190,000);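 active = activation factor of 2 or more at 20 µM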
# Target sequence (P34949 whole entry, looked up): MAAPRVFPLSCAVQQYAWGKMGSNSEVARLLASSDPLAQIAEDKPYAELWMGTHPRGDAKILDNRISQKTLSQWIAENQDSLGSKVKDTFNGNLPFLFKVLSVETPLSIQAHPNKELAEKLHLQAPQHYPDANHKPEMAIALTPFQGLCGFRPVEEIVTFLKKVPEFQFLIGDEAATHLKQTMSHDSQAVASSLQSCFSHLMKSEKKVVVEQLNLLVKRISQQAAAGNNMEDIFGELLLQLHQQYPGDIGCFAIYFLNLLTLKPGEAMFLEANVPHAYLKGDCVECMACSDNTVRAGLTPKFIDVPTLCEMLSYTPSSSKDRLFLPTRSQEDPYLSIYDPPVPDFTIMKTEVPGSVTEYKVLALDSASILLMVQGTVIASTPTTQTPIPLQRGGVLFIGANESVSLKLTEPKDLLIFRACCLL
#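 Material: human phosphomannose isomerase with PGI, G6PDH, diaphorase coupling enzymes / Reagent: Man-6-P substrate 1.0 mM / Dosing: single compound dose of 20 µM, 1% DMSO final / Incubation: enzyme reaction with compound 20 min at room temperature / Signal: resorufin fluorescence (Ex 544/Em 590 nm) from resazurin via diaphorase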
# TNAP inh hi DEA = human TNAP enzyme inhibitors, primary screen, biochemical, luminescent, high phosphate acceptor level, uHTS | purified TNAP, CDP-star luminescence, 1 M DEA | inhibition, % at 20 µM | actives 0.03% (n = 200,000);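 active = over 50% inhibition of tissue-nonspecific alkaline phosphatase at 20 µM in the single-dose screen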;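 also: plate controls were DMSO wells for no effect and EDTA-quenched wells as full inhibition for full effect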
# FLuc act counter = FLuc activators, initial screening, artefact control for FLuc-dependent activation tests, biochemical, ATPlite luminescence; Luciferin 4-monooxygenase (Photinus pyralis), P08659; ATPlite luciferase biochemical, 10 min; 0 = ATP-free wells, 1 = DMSO control; activation factor at 10 µM; 200,000 tested, under 10 active; AID 1027, 2008;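 active = luciferase activation factor, scaled between plate controls, of at least 2 with compound at 10 µM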
#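 Material: Luciferase/luciferin reagent mix; Doses: test compounds dosed from 2 mM stocks in 100% DMSO; Schedule: 10 min incubation after luciferase reagent addition, room temperature; Measured by: luminescence from luciferase reaction; Read-out: luminescence gain marking luciferase activators.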
# NF-kB expr up = activators of NF-kB expression in neurons, primary screen, cell-based, HTS. fold change at 12.5 µM. human neuronal cells, NF-kB reporter expression; hits give high values. actives 1.6% (n = 190,000); in the data active = fold change above about 3.3
# PMI activator = activators of human PMI, primary screen, biochemical, fluorescence intensity, near-Km mannose 6-phosphate; Mannose-6-phosphate isomerase (Homo sapiens), P34949; purified human PMI, coupled resazurin fluorescence, 20 min; hits give high values; 1 = vehicle control, 0 substrate-free wells; activation factor at 20 µM; actives 0.005% (n = 190,000); AID 1214, 2008;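 active = activation factor of 2 or more at 20 µM, relative to plate controls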
# TNAP inh no acc = human TNAP enzyme inhibitors, primary screen, biochemical, luminescent, no phosphate acceptor, uHTS; purified TNAP, CDP-star luminescence, 30 min; inhibition, % at 20 µM; actives 0.26% (n = 200,000); Alkaline phosphatase, tissue-nonspecific isozyme (Homo sapiens), P05186;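 active = tissue-nonspecific alkaline phosphatase inhibition above about 50% at 20 µM in the single-dose screen, limit read from the data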;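 also: 0% = DMSO negative control and 100% = EDTA positive control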
# APP 5'UTR act = activators of APP 5'UTR luciferase reporter, primary screen, SH-SY5Y cells | activation, % at 2 µM | actives 1% (n = 190,000) | SH-SY5Y APP 5'UTR luciferase reporter, luminescence; zero percent = DMSO vehicle wells;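 active = activation above a set limit, based on mean plus 3 SD of controls, cut at about 140% in these data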; also: values of inactives mirror those of a sister screen read the other way
# bIAP activator = bovine intestinal alkaline phosphatase activators, primary screen, biochemical, bovine IAP, CDP-star luminescence; alkaline phosphatase, intestinal [Bos taurus]; purified bovine IAP, 30 min; hits give high values; fold of DMSO-control signal, blank-subtracted; activation factor at 20 µM; actives 0.17% (n = 200,000); AID 1016, 2008;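 active = activation factor of 2 or more at 20 µM, a signal rise over negative controls twice the positive control's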
# Active calls of the source: *; nt = no result given.
SMILES,FLuc inh counter,TNAP act hi DEA,PMI act satM6P,TNAP inh hi DEA,FLuc act counter,NF-kB expr up,PMI activator,TNAP inh no acc,APP 5'UTR act,bIAP activator
COC(=O)Cc1c(C)c2ccc(OC(=O)c3ccccc3)cc2oc1=O,9.1,1.1,0.9,-6.4,0.9,1.67,0.8,-9.2,1.6,0.8
O=C(Cn1cnnn1)Nc1cccc(S(=O)(=O)N2CCCCC2)c1,0.3,1,0.9,2.3,1,1.19,1,-4.7,6.3,1
O=C(c1ccco1)N(Cc1ccccc1)c1cccc([N+](=O)[O-])c1,0.2,1,0.9,0.3,1,1.32,1,-11.6,13.6,0.9
CN(c1ccccc1)S(=O)(=O)c1ccc(NC(=S)NC(=O)C2CC2)cc1,-7.1,1,0.9,2.6,1.1,0.96,0.8,-10.5,5.8,1
c1ccc(OCc2nn3c(-c4n[nH]c5c4CCC5)nnc3s2)cc1,3.2,1,1.2,-3.1,1,nt,1.2,-11.5,nt,1.1
CCCCn1c(=O)nc2n(-c3ccc(OC)cc3)c3ccccc3cc-2c1=O,-4.9,1,1.1,-0.3,1,1.1,1.3,-10.5,-6.0,1.1
O=C(CC1CCCC1)Nc1nnc(C2CC2)s1,3.6,1.1,0.9,-5.0,1,1.46,0.9,-9.3,15.7,1
CCOC(=O)c1ccc(CNCc2ccc(Br)cc2)cc1,-5.0,1,1.1,-3.5,1.1,1.2,1.1,-7.7,-4.2,0.9
Nc1nc(SCC(=O)NC2CCCCC2)[nH]c(=O)c1-c1ccccc1,-2.9,1,0.9,-2.8,1,1.19,0.9,-4.4,-5.8,1
O=C(O)C1CCN(C(=O)c2ccccc2C(=O)N2CCC(C(=O)O)CC2)CC1,-2.6,1.1,1.1,-7.5,1,1.01,1,-21.2,-16.2,1
CC(C)n1c(C(=O)OCC(=O)NCc2ccc3c(c2)OCO3)cc2sccc21,-3.4,1,1,-3.3,1,1.04,0.9,-9.5,10.2,0.9
Cn1cc2cccc([N+](=O)[O-])c2n1,-0.7,1.1,0.6,-5.5,1,1.15,1,-13.5,-6.4,1
N=C1/C(=C/c2cccs2)C(=O)N=C2SN=C(SCc3ccccc3)N12,-5.2,1,1,2.4,1.1,1.19,0.9,-1.6,-2.2,1
CCOC(=O)C1CCCN(Cc2nc(N)nc(Nc3ccc(C)cc3)n2)C1 (configuration not stated),-10.8,1.1,1,-5.1,1.1,0.73,0.9,-7.4,1.4,1
Cc1cccc(NS(=O)(=O)c2cccc3cccnc23)n1,-2.2,1,0.9,0.6,1,1.02,0.9,-11.3,22.3,0.9
O=C1CC(N2CCC(Cc3ccccc3)CC2)C(=O)N1CCc1ccccc1 (configuration not stated),-0.1,1,0.9,2.7,1,1.04,0.9,0.8,-5.0,1
CCOC(=O)CSc1nc2ccc(NC(=O)CSc3nnnn3Cc3ccccc3)cc2s1,-5.1,1,0.9,-3.4,1.1,1.3,1,-12.0,12.7,1.1
CCC(=O)Nc1ccc(OCc2nc3ccccc3s2)cc1,46.0,1,1,1.5,0.5,4.16*,0.8,3.9,215.9*,1
O=c1ccnc(SCn2nnc3ccccc3c2=O)[nH]1,-0.2,1,1,-0.4,1,1.2,0.9,-2.8,-1.8,0.9
COC(=O)c1ccccc1Oc1nc(Cl)cc(OC)n1,-3.0,1.1,0.9,-5.3,1,1.34,0.9,-5.7,-1.2,1.1
Cc1cccc(NC(=S)NCC2CCCO2)c1 (configuration not stated),-3.1,1,1,-3.0,1,0.93,0.9,-9.1,6.0,1
Cc1nnc2ccc(-c3ccc(NS(C)(=O)=O)cc3)nn12,0.7,1,1,-1.1,1,1.21,1,-12.8,-5.3,1
Cc1ccc(Cn2c(=N)n(CC(O)COc3ccccc3)c3ccccc32)cc1 (configuration not stated),-4.2,1.1,1.1,-10.2,1,1.26,1,-37.5,0.6,1.9
CCC1(C)COC2(OC1)C(=O)Nc1ccccc12 (configuration not stated),-8.3,1.1,0.9,-7.3,1.1,1.12,0.9,-8.5,13.7,0.9
CCSc1nnc(NS(=O)(=O)c2ccc(OC)cc2)s1,-1.9,1,1.3,-1.7,1,1,1.2,0.3,10.9,1

# (continued)
SMILES,FLuc inh counter,TNAP act hi DEA,PMI act satM6P,TNAP inh hi DEA,FLuc act counter,NF-kB expr up,PMI activator,TNAP inh no acc,APP 5'UTR act,bIAP activator
N=c1c2c(n(Cc3ccc(Cl)c(Cl)c3)c3c1CCC3)CCCC2,-4.0,1,0.9,-3.2,1,0.9,0.9,-5.7,-12.1,1.1
COc1cc(/C=N/NC(=O)c2ccc(O)cc2)ccc1Oc1ccc([N+](=O)[O-])cn1,0.2,1,1,-2.0,1,0.55,0.9,-5.0,-19.3,1.1
CCOC(=O)c1[nH]c2ccc(OC)cc2c1NC(=S)N1CCN(c2ccc(F)cc2)CC1,-2.8,1,0.8,1.7,1,1.24,0.8,-12.1,-0.9,0.9
CC(C)CNC(=O)COC(=O)c1ccc([N+](=O)[O-])cc1Cl,-8.5,1,1,-3.8,1.1,1.11,0.9,-27.3,10.4,0.8
O=C(NNC(=O)c1cc2cc(Br)ccc2oc1=O)c1ccc(O)cc1,-2.2,0.9,0.9,7.8,1,1.33,1,81.7*,-0.9,1
COCCNS(=O)(=O)c1cc(-c2nn(C)c(=O)c3ccccc23)ccc1C,0.2,1.1,1,-5.5,1,1.21,1.1,-14.0,-3.1,1
Cc1cc(C)c2nc(SC3CCOC3=O)cc(C)c2c1 (configuration not stated),0.8,1,2.5*,-3.4,1,1.13,1.5,-7.4,-23.3,1.1
COc1ccc(N2Cc3cccc(C(=O)O)c3C2=O)cc1,2.6,1.1,1,-5.4,1,0.99,1,-9.7,-1.6,1
CCOc1ccc(-c2nnc(-c3ccncc3)o2)cc1,14.0,1,1.1,-4.7,0.9,2.72,1.1,-7.9,60.6,0.9
NC(=O)c1cc(-c2ccccc2)nc(N2CCCCCC2)n1,2.1,1,0.9,1.2,1,0.93,0.9,1.4,-5.8,1
COc1ccc2c(c1)C(c1ccc(C)o1)=NNC(c1cccnc1)=N2,-5.2,1,1,-4.2,1.1,1.58,1,-3.5,11.2,0.9
O=C(CCl)N(C/C=C/c1ccccc1)c1ccc2c(c1)OCCO2,10.3,1,0.6,2.2,0.9,0.17,0.9,0.0,18.8,1.1
Cc1cc(C)nc(-n2ncc3c2CC(c2cccc(Cl)c2)CC3=O)n1 (configuration not stated),-3.8,1,1,-0.6,1,0.76,0.9,-5.3,-2.3,1.2
O=c1cc(Cc2ccccc2)[nH]c(=S)[nH]1,0.2,1,1,-4.6,1,1.18,1.1,-9.0,16.9,0.8
Cc1cc(C(F)(F)F)n2nc(C)c(-c3ccc(Cl)cc3)c2n1,-6.7,1,1.1,1.1,1.1,1.32,1.1,-6.1,-6.0,1.1
c1csc(C2Nc3ccccc3-c3nc4ccccc4n32)c1 (configuration not stated),1.6,1,0.9,-3.8,1,1.74,0.9,-21.0,47.3,0.9
CC(=O)Oc1ccc(C(C)=O)c2c1OCCO2,-5.1,1.1,0.9,-6.8,1.1,0.97,1,-3.5,2.3,0.9
COc1ccc(Nc2oc(-c3ccccc3Cl)nc2C#N)cc1,-5.8,1,0.9,-4.6,1.1,1.29,0.8,-18.9,5.6,0.7
CCOC(=O)c1ccc(NC(=S)NC2CCCC2)cc1,-0.8,1.1,1,-5.0,1,1.86,1.1,-13.4,-0.3,1
Cc1ccc(-c2nc3ccccc3s2)cc1NC(=S)NC(=O)c1cccc2ccccc12,1.5,1,1,-1.1,1,1.72,1,-15.1,125.1,0.9
CCCCSc1nc2c(c(=O)[nH]c(=O)n2C)n1CCc1ccccc1,-8.9,1,0.9,-3.3,1.1,nt,0.9,-16.6,nt,0.9
Cc1ccc[n+](CC(=O)c2ccc(-c3ccccc3)cc2)c1,-1.9,1,0.8,0.0,1,0.83,1,-16.8,16.6,0.9
O=C(COc1ccc(/C=N/NS(=O)(=O)c2ccccc2)cc1)Nc1cccc(Cl)c1,-7.8,1.1,0.9,-6.5,1.1,1.55,0.9,-12.7,9.1,0.9
